From PubChem
GAA spleen mod: lysosomal alpha-glucosidase (human) modulation; hit rate 0.006% among 240,000; Potency, µM (highest dose often 79.9 µM), without a hit: at the top dose activity change, negative = inhibition, most hits filed as inhibitors; human spleen homogenate, 4-MU-alpha-glucoside fluorescence; AID 2112; P10253;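 note: 0% = enzyme with vehicle and -100% = no enzyme basal signal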
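Human spleen homogenate (1 ug) with 4-methylumbelliferyl-alpha-D-glucopyranoside (1 mM final) in 50 mM citrate/phosphate pH 5.0, 0.01% Tween-20; 40 min at 37 C. Stopped at pH 10; 4-MU fluorescence Ex 365/Em 440 nm; AC50 by Hill fit.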
HttQ103 aggreg: inhibitors of mutant huntingtin aggregate formation in PC12 cells; Potency, µM (highest dose often 46.1 µM), without a hit: top-dose activity change, negative = inhibition, hits mostly inhibitors; hit rate 1.1% among 220,000; PC12 HttQ103-GFP aggregates, Acumen cytometry, 40 h; note: % is set by controls: 0 for no effect and ±100 for the full control effect; nearly all actives have a fitted effect of over 60% in size
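Huntingtin Q103 exon 1–GFP aggregates in induced PC12 cells (100 nM tebufenozide) were quantified by cytometry from lysates, with compounds dosed in titration.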
HTT ATP protect: protects HTT-Q103 PC12 cells, measured by ATP; PC12 HTT-Q103 induced, cytoprotection, ATP luminescence, 40 h; Potency, µM (titrated, usually from 56.4 µM), for the others: cytoprotection (ATP increase), most hits filed as activators; hit rate 0.14% among 230,000; AID 1471;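 note: % of control where 0% means no effect; nearly all actives have a fitted effect of over 45% in size; toxic huntingtin expression switched on by the ecdysone agonist tebufenozide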
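Stable PC12 Q103-GFP cells in serum-supplemented, phenol red-free DMEM; induction by tebufenozide at 100 nM final; compound dose series; cell viability quantified luminescently from ATP.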
GAA glycogen mod: inhibitors or activators of human alpha-glucosidase glycogen cleavage; recombinant GAA, glycogen substrate, Amplex Red glucose oxidase fluorescence; AID 2100; hit rate 0.38% among 300,000; P10253; Potency, µM (top dose mostly 76.4 µM), for inactives: at the top dose activity change, negative = inhibition, actives largely listed as inhibitors;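 note: 0% = full enzyme reaction and -100% = no-enzyme basal signal; the screen sought inhibitors and activators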
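Recombinant human enzyme (4 nM); glycogen substrate; 37 C, 40 min, pH 5.0. Readout: coupled glucose oxidase/Amplex Red fluorescence.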
An asterisk follows results filed as active; ? = inconclusive; / = no result given; [ ] = another dose, or the depositor's remark. Calls come from the whole dose curve; as a rule, active = well fitted curve in the direction sought with a large enough effect; inconclusive = small, poorly fitted or top-dose-only effect, or another doubt; inactive = no such curve, though single readings can be large; an effect the other way counts as inactive or inconclusive. Potency is the fitted concentration of half-maximal effect.

Sample of the layout:
SMILES	GAA spleen mod	HttQ103 aggreg	HTT ATP protect	GAA glycogen mod
O=NN(CCCl)C(=O)NC1CCCCC1	/	-9%	-7%	/
CC1=C[C@@H](O)CC(C)(C)[C@@H]1/C=C/C(C)=C/C=C/C(C)=C/C=C/C=C(C)/C=C/C=C(C)/C=C/C1=C(C)C[C@H](O)CC1(C)C	/	21%	-29%	/
CCOC(=O)C(C#N)=C(c1ccccc1)c1ccccc1	/	6%	9%	/
C[C@@H](O)[C@@H]1C(=O)N2C(C(=O)O)=C([C@H]3CCCO3)S[C@H]12	/	14%	19%	/
COC(=O)CCC[N+](C)(C)C	/	-1%	-19%	/
C/C(=C\C(=O)OCCCCCCCCC(=O)O)C[C@@H]1OC[C@H](C[C@@H]2O[C@H]2[C@@H](C)[C@H](C)O)[C@@H](O)[C@H]1O	/	1%	9%	/
CCCCCCCCCCCCCC[n+]1ccc(C)cc1	/	22µM*	-97%[inhibitor]	/
CCCCN1CCCC1C(=O)Nc1c(C)cc(C)cc1C (stereo not given)	/	6%	-18%	/
CC(C)(COP(=O)(O)OP(=O)(O)OC[C@H]1O[C@@H](n2cnc3c(N)ncnc32)[C@H](O)[C@@H]1OP(=O)(O)O)C(O)C(=O)NCCC(=O)NCCS (stereo not given in full)	/	-2%	11%	/
CCCCCCCCCCCCCCCCCCCCCC(=O)Nc1ccn([C@@H]2O[C@H](CO)[C@@H](O)[C@@H]2O)c(=O)n1	/	-23%	-22%	/
CCOCC(O)COc1ccc(NC(=O)CC[S+](C)C)cc1 (stereo not given)	/	-97%	-29%	/
Cc1c(C)c2c(c(C)c1OC(=O)CCC(=O)O)CC[C@@](C)(CCC[C@H](C)CCC[C@H](C)CCCC(C)C)O2	/	14%	21%	/
O=C(Nc1ccc(Br)cc1)c1cc(Br)c(Br)s1	/	-20%	-22%	/
COCc1c(C(C)C)nc(C(C)C)c(/C=C/[C@@H](O)C[C@@H](O)CC(=O)O)c1-c1ccc(F)cc1	/	-17%	-76%[inhibitor]	/
O=P(O)(O)OC[C@H]1O[C@](O)(COP(=O)(O)O)[C@@H](O)[C@@H]1O	/	8%	?	/
CC(C)CCC[C@@H](C)[C@H]1CC[C@H]2[C@@H]3CC[C@@H]4C[C@H](O)CC[C@]4(C)[C@H]3CC[C@]12C	/	13%	11%	/

The listing (from the top)
SMILES	GAA spleen mod	HttQ103 aggreg	HTT ATP protect	GAA glycogen mod
O=NN(CCCl)C(=O)NC1CCCCC1	/	-9%	-7%	/
CC1=C[C@@H](O)CC(C)(C)[C@@H]1/C=C/C(C)=C/C=C/C(C)=C/C=C/C=C(C)/C=C/C=C(C)/C=C/C1=C(C)C[C@H](O)CC1(C)C	/	21%	-29%	/
CCOC(=O)C(C#N)=C(c1ccccc1)c1ccccc1	/	6%	9%	/
C[C@@H](O)[C@@H]1C(=O)N2C(C(=O)O)=C([C@H]3CCCO3)S[C@H]12	/	14%	19%	/
COC(=O)CCC[N+](C)(C)C	/	-1%	-19%	/
C/C(=C\C(=O)OCCCCCCCCC(=O)O)C[C@@H]1OC[C@H](C[C@@H]2O[C@H]2[C@@H](C)[C@H](C)O)[C@@H](O)[C@H]1O	/	1%	9%	/
CCCCCCCCCCCCCC[n+]1ccc(C)cc1	/	22µM*	-97%[inhibitor]	/
CCCCN1CCCC1C(=O)Nc1c(C)cc(C)cc1C (stereo not given)	/	6%	-18%	/
CC(C)(COP(=O)(O)OP(=O)(O)OC[C@H]1O[C@@H](n2cnc3c(N)ncnc32)[C@H](O)[C@@H]1OP(=O)(O)O)C(O)C(=O)NCCC(=O)NCCS (stereo not given in full)	/	-2%	11%	/
CCCCCCCCCCCCCCCCCCCCCC(=O)Nc1ccn([C@@H]2O[C@H](CO)[C@@H](O)[C@@H]2O)c(=O)n1	/	-23%	-22%	/
CCOCC(O)COc1ccc(NC(=O)CC[S+](C)C)cc1 (stereo not given)	/	-97%	-29%	/
Cc1c(C)c2c(c(C)c1OC(=O)CCC(=O)O)CC[C@@](C)(CCC[C@H](C)CCC[C@H](C)CCCC(C)C)O2	/	14%	21%	/
O=C(Nc1ccc(Br)cc1)c1cc(Br)c(Br)s1	/	-20%	-22%	/
COCc1c(C(C)C)nc(C(C)C)c(/C=C/[C@@H](O)C[C@@H](O)CC(=O)O)c1-c1ccc(F)cc1	/	-17%	-76%[inhibitor]	/
O=P(O)(O)OC[C@H]1O[C@](O)(COP(=O)(O)O)[C@@H](O)[C@@H]1O	/	8%	?	/
CC(C)CCC[C@@H](C)[C@H]1CC[C@H]2[C@@H]3CC[C@@H]4C[C@H](O)CC[C@]4(C)[C@H]3CC[C@]12C	/	13%	11%	/
CCN(CC)CCCC(C)Nc1cc(/C=C/c2ccccc2Cl)nc2cc(Cl)ccc12 (stereo not given)	/	-20%	-78%[inhibitor]	/
FC(F)(F)C(F)(F)C(F)(F)C(F)(F)C(F)(F)C(F)(F)F	/	1%	10%	/
Clc1cccc(C(c2ccc3nc[nH]c3c2)n2ccnc2)c1 (stereo not given)	/	-28%	-21%	/
CCN(CC)CCCN(c1ccccc1)C1Cc2ccccc2C1	/	?	-98%[inhibitor]	/
Cn1cc(C(=O)[C@@H]2CCc3[nH]cnc3C2)c2ccccc21	/	4%	9%	/
O=C1c2ccccc2C(=O)C1c1ccc(F)cc1	/	16%	-3%	/
NC(=S)N/N=C/c1cccnc1	/	9%	29%	/
Cc1cc(-n2nc3ccc(Cl)cc3n2)c(O)c(C(C)(C)C)c1	/	11%	19%	/
O=C(O)c1cc(=O)c2c3nc4ccccc4oc-3cc(=O)c2[nH]1	/	19%	-10%	/
COc1cc2c(cc1OC)CC(=O)N(CCCN(C)C[C@H]1Cc3cc(OC)c(OC)cc31)CC2	/	18%	32%	/
CCOc1ccccc1OCCN[C@H](C)Cc1ccc(OC)c(S(N)(=O)=O)c1	/	2%	9%	/
Cc1noc(/C=C/N(C)C)c1S(=O)(=O)N1CCCC(C(=O)NCCC2=CCCCC2)C1 (stereo not given)	/	/	-17%	-8%[76.3 µM]
COc1ccc(-n2c(=O)c(C)nc3cnc(Nc4ccccc4)nc32)cc1	5%	/	-63%[inhibitor]	/
COc1ncc2nc(-c3cc(F)cc(F)c3)c(=O)n(C3CC3)c2n1	4%	/	-32%[inhibitor]	/
Cc1noc(C)c1C(=O)N1CCC[C@@]2(CCN(c3cccc(-c4ccccc4)c3)C2)C1	11%	/	?	/
O=C(c1csnn1)N1CCC2(CC1)CN(c1ccccn1)C2	7%	/	7%	/
COc1cc2c(cc1OC)-c1cc3nc4ccccc4nc3n1C(C)(C)C2	10%	/	-2%	/
CC(=O)N1CCC2(CC1)CN(c1ccccn1)C2	4%	/	-13%	/
O=c1cnc2cnc(Oc3ccccc3)nc2n1Cc1cccs1	4%	/	?	/
CC(=O)N1CCC2(CCCN(Cc3ccc(C#N)cc3)C2)CC1	2%	/	8%	/
COCCn1c(=O)c(-c2ccc(OC)cc2)nc2cnc(OC)nc21	8%	/	-10%	/
COc1ccc(NC(=O)N2CCCC3(CCN(S(C)(=O)=O)CC3)C2)cc1	2%	/	-4%	/
O=c1c(-c2cc(F)cc(F)c2)nc2cnc(N3CCOCC3)nc2n1C1CC1	16%	/	-7%	/
O=C(c1ccncc1)N1CCC2(CCN(Cc3ccccc3)CC2)CC1	3%	/	11%	/

Some of these compounds in order of their number in GAA spleen mod, high to low.
Compound | GAA spleen mod
O=c1c(-c2cc(F)cc(F)c2)nc2cnc(N3CCOCC3)nc2n1C1CC1 | 16%
COc1cc2c(cc1OC)-c1cc3nc4ccccc4nc3n1C(C)(C)C2 | 10%
CC(=O)N1CCC2(CC1)CN(c1ccccn1)C2 | 4%

Continuation:
SMILES	GAA spleen mod	HttQ103 aggreg	HTT ATP protect	GAA glycogen mod
Cc1noc(C)c1C(=O)N1CCC2(CCN(C(=O)NC(C)C)CC2)CC1	-5%	/	17%	/
COc1ccc(C(=O)N2CCC[C@@]3(CCN(c4ncccn4)C3)C2)cc1	-3%	/	22%	/
COCC(=O)N1CCC2(CCCN(C(=O)Nc3ccccc3)C2)CC1	5%	/	-3%	/
CC(=O)N1CCC2(CC1)CCN(c1ncccn1)CC2	-15%	/	12%	/
Cn1cccc1C(=O)N1CCC2(CC1)CCN(c1ccccc1)CC2	3%	/	-64%[inhibitor]	/
CS(=O)(=O)N1CCC2(CC1)CN(c1ccccn1)C2	0%	/	15%	/
COc1ccc(C(=O)N2CCC3(CCCN(c4cccc(-c5ccccc5)c4)C3)CC2)cc1	-2%	/	-71%[inhibitor]	/
COC(=O)N1CCC2(CCCN(Cc3nccs3)C2)CC1	2%	/	?	/
COCC(=O)N1CCC2(CC1)CN(C(=O)Nc1ccccc1)C2	10%	/	13%	/
COc1ccc(Oc2ncc3nc(-c4ccc(OC)cc4)c(=O)n(CCC#N)c3n2)cc1	1%	/	-7%	/
Cn1cccc1C(=O)N1CCC[C@@]2(CCN(Cc3ccccc3)C2)C1	-4%	/	0%	/
O=C(c1ccncc1)N1CCC2(CC1)CN(c1ccncc1)C2	3%	/	?	/
O=C(Nc1ccccc1)N1CCCC2(CCNCC2)C1	3%	/	6%	/
N#Cc1cccc(NC(=O)N2CCCC3(CCN(S(=O)(=O)c4ccccc4)CC3)C2)c1	-2%	/	26%	/
COCC(=O)N1CCC2(CC1)CN(c1ccc(-c3ccccc3)cc1)C2	-7%	/	-1%	/
COc1ccc(-c2nc3cnc(OC)nc3n(C3CC3)c2=O)cc1	12%	/	-4%	/
COc1ccccc1CN1CCC2(CC1)CCN(S(C)(=O)=O)CC2	-7%	/	-5%	/
O=C(c1cc(C(F)(F)F)cc(C(F)(F)F)c1)N1CCC2(CCCN(c3ccccc3)C2)CC1	-4%	/	6%	/
COc1cccc(Cn2c(=O)c(-c3cccc(Cl)c3)nc3cncnc32)c1	9%	/	1%	/
Cn1cccc1C(=O)N1CCC2(CCN(C(=O)Nc3cccc(F)c3)CC2)CC1	-5%	/	11%	/
CS(=O)(=O)N1CCC[C@@]2(CCN(c3ccccn3)C2)C1	-10%	/	14%	/
COc1cccc(Cn2c(=O)c(C)nc3cnc(N4CCOCC4)nc32)c1	5%	/	-36%[inhibitor]	/
O=C(c1cnccn1)N1CCC2(CCCN(c3ncccn3)C2)CC1	2%	/	?	/
O=c1c(CCc2ccccc2)nc2cnc(Oc3ccccc3)nc2n1C[C@H]1CCCO1	3%	/	-108%[inhibitor]	/
COC(=O)N1CCC2(CCCN(C(c3ccccc3)c3ccccc3)C2)CC1	-4%	/	8%	/
O=C(c1csnn1)N1CCC2(CCCN(c3cccc(-c4ccccc4)c3)C2)CC1	2%	/	-3%	/
COc1ncc2nc(-c3cccs3)c(=O)n(-c3ccccc3)c2n1	5%	/	-19%	/
O=C(c1cccc(F)c1)N1CCC[C@@]2(CCN(C(c3ccccc3)c3ccccc3)C2)C1	5%	/	-136%[inhibitor]	/
O=C(c1cnccn1)N1CCC[C@@]2(CCN(c3cccc(-c4ccccc4)c3)C2)C1	3%	/	-6%	/
CC(C)CN1CC[C@@]2(CCCN(C(=O)c3cnccn3)C2)C1	-1%	/	-28%	/
COC(=O)N1CCC2(CCN(C(=O)Nc3ccccc3)CC2)CC1	-8%	/	-52%[inhibitor]	/
COCC(=O)N1CCC[C@@]2(CCN(C(=O)Nc3cccc(C#N)c3)C2)C1	4%	/	?	/
O=C(Oc1ccccc1)N1CCC[C@@]2(CCN(c3ncccn3)C2)C1	-1%	/	-202%[inhibitor]	/
O=c1c(-c2ccc(Cl)cc2)nc2cnc(Oc3ccccc3)nc2n1C1CC1	9%	/	20%	/
CC(=O)N1CCC2(CCCN(c3ccccc3)C2)CC1	0%	/	-4%	/
COCC(=O)N1CCC2(CCCN(Cc3ccc(C#N)cc3)C2)CC1	5%	/	-12%	/
Cc1nc2cnc(Oc3ccccc3)nc2n(CCC#N)c1=O	3%	/	-9%	/
CS(=O)(=O)N1CCC2(CC1)CN(c1ccc(-c3ccccc3)cc1)C2	7%	/	-8%	/
N#Cc1cccc(NC(=O)N2CC3(CCN(C(=O)c4cc(C(F)(F)F)cc(C(F)(F)F)c4)CC3)C2)c1	3%	/	3%	/
O=C1c2c(O)ccc([N+](=O)[O-])c2C(=O)c2c([N+](=O)[O-])ccc(O)c21	0%	/	-211%[inhibitor]	/
COCC(=O)N1CCC2(CC1)CN(c1ccccn1)C2	2%	/	-36%[inhibitor]	/
CC(C)CN1CC2(CCN(C(=O)c3ccco3)CC2)C1	3%	/	5%	/

Not all compounds are listed, so the mix of outcomes need not match the whole.
